12-LOX inh = Primary qHTS assay for inhibitors of human arachidonate 12S-lipoxygenase (ALOX12): Round 2. Polyunsaturated fatty acid lipoxygenase ALOX12 (Homo sapiens), P18054. purified 12hLO, xylenol orange hydroperoxide absorbance. Potency, µM (doses to about 108 µM), for inactives: at the top dose activity change, negative = inhibition, usual class: inhibitors. actives 1.1% (n = 580,000); active = well fitted inhibition curve with a large enough effect; inconclusive = small, poorly fitted or top-dose-only effect, or another doubt; inactive = no such curve, though single readings can be large or run the other way
Target sequence (P18054 whole entry, looked up): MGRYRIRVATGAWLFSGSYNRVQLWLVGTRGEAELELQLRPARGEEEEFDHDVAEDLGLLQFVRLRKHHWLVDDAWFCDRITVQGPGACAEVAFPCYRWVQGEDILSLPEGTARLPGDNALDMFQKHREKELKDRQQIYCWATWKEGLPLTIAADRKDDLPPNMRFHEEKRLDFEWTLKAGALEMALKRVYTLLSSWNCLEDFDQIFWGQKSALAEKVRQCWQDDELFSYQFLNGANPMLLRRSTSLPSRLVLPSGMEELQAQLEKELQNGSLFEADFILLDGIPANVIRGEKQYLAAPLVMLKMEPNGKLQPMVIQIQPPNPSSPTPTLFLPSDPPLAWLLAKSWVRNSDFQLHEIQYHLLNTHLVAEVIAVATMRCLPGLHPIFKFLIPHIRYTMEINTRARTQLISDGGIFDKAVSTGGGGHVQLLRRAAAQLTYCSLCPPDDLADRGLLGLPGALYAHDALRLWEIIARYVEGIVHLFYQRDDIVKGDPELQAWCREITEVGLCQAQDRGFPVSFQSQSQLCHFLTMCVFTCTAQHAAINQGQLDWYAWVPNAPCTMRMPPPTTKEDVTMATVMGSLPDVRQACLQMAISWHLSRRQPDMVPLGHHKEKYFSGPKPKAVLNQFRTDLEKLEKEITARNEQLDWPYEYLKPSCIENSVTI
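Purified human 12hLO (150 nM final) in 25 mM Hepes, 0.01% Triton X-100, pH 7.0 was preincubated 15 min at room temperature with compound. Then 40 uM arachidonic acid was added, 30 min. Hydroperoxide was read by Fe-XO absorbance ratio 573/405 nm.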
* hit, by the source's call; ? = inconclusive; [ ] = another dose, or the depositor's remark. % is set by controls: 0 for no effect and ±100 for the full control effect; potency is the fitted concentration of half-maximal effect.

12-LOX inh,SMILES
7%,CC(C)c1cc(C(=O)NC(C)c2nc(-c3cccnc3)no2)on1 (stereo not drawn)
14%,CCN(C1CCOCC1)C1CN(C(=O)c2ccco2)C1
-21%,COCCN1Cc2cc(C(=O)OC)c3c(c2C1=O)c1cc(F)ccc1n3S(=O)(=O)c1cccc(C)c1
21%,CCC(C)NC(=O)NCCc1noc(-c2ccncc2)n1 (stereo not drawn)
11%,CCOC(=O)c1ccc(NC(=O)CN2C(=O)NC3(CCOCC3)C2=O)cc1
44%[activator],COc1ccc(CN2CC3(CCN(C(=O)Cc4cccc(OC)c4)CC3)C2=O)cc1
-6%,COC(=O)c1cc(CNC(=O)c2cccc3ccccc23)cc(NC(=O)c2ccccc2OC)c1
?,Cn1nnnc1NCc1ccc(-c2ccc(Cl)cc2)o1
?,O=C(NCc1ccccc1CN1CCOCC1)c1cc(-c2ccco2)nc2ccccc12
?,CC1=CC(=O)OC1Cc1ccc2ccccc2n1 (stereo not drawn)
-8%,CC(C)(C)c1cc(C=O)c(O)c(C(C)(C)C)c1
1%[176 µM],O=C(O)CCCC(=O)N1CCN2C(=O)c3cc(Br)ccc3NC(=O)[C@H]2C1
-10%,O=C(Nc1ccc(S(=O)(=O)N2CCCC2)cc1)C1CCCN(C(=O)c2ccc(Cl)cc2)C1 (stereo not drawn)
-23%,CCCCCC(C)NC(=O)/C=C/c1ccc(C)cc1 (stereo not drawn)
-6%[176 µM],COc1ccc(-c2[nH]nc3ncc(-c4cccc(N(C)C)c4)nc23)c(C)c1
25%,Cc1ccc(C(=O)N2CCC(n3cc(-c4nc(C)no4)nn3)CC2)cc1
-1%[176 µM],COC(=O)c1ccc2c(c1)nc1n2[C@@H](CNS(=O)(=O)c2ccccc2)COC1
35%,COc1ccccc1CN1CCC2(CC1)CC(O)CCO2 (stereo not drawn)
20%,O=C(Cc1cn2ccsc2n1)NC1CC(c2nnc(CO)n2C2CC2)C1 (stereo not drawn)
8%,Cc1ccc2oc(C(=O)NCCCOCC3CC3)cc(=O)c2c1
-17%,Cc1ccc(S(=O)(=O)NC[C@H]2OC[C@@H](NCc3ccc(S(C)(=O)=O)cc3)[C@@H]2O)cc1
35%[activator],COc1ccc(C2Cn3nnc(-c4noc(-c5cc(F)ccc5F)n4)c3CO2)cc1 (stereo not drawn)
-6%,CCC1Oc2ccc(NC(=O)Cc3cccs3)cc2CN(C(CC)c2ccccc2)C1=O (stereo not drawn)
-1%[176 µM],COc1cccc(NC(=O)Cc2c[nH]c3ncc(-c4cccnc4OC)cc23)c1
2%,O=C1CO[C@H](c2ccc(NS(=O)(=O)Cc3ccccc3)cc2)[C@@H](CO)N1C1CCOCC1
-39%,CC1(C(=O)OCC(=O)c2ccc(Br)cc2)CC1(Cl)Cl (stereo not drawn)
48%[activator],CCN1C(=O)CCC2(C(=O)Nc3ccc(N4CCOCC4)cc3)CCCC=C12 (stereo not drawn)
5%[176 µM],O=C(Cc1ccccc1)N1CCNc2cnc(Nc3ccccc3)nc2C1
1%[12.5 µM],CCN(CC)CC(C)NCc1ccccc1 (stereo not drawn)
23%,COc1ccc(C2Cn3cnc(C(=O)N4CCC(C(=O)NCC5CC5)CC4)c3CO2)cc1 (stereo not drawn)

Shown tab-delimited: part of the list above.
SMILES	12-LOX inh
O=C(NCc1ccccc1CN1CCOCC1)c1cc(-c2ccco2)nc2ccccc12	?
CC1=CC(=O)OC1Cc1ccc2ccccc2n1 (stereo not drawn)	?

(cont.)
12-LOX inh,SMILES
?,CNC(=O)CCn1ncc2cc(OCc3ccccc3-c3ccccc3OC)ccc21
32%,Cc1ncc2c(c1CNC(=O)/C=C/c1cccs1)CCN(C(=O)C1CC(=O)OC13CCCCC3)C2 (stereo not drawn)
?,COc1ccc(S(=O)(=O)Nc2nc3ccccc3nc2Nc2cccc(Br)c2)cc1
?,CNC(=O)c1cccc(-c2cnc3[nH]cc(CC(=O)NC4CCC4)c3c2)c1
-64%,Cc1cc2cc(C(=O)N3CCCC(OCc4ccccn4)C3)ccc2o1 (stereo not drawn)
2%,CC(NCc1ccco1)c1ccccc1 (stereo not drawn)
16%,Cc1ccc(-c2nnc(C3CN(C(=O)c4ccc(Cl)s4)CC34CCOCC4)o2)cc1 (stereo not drawn)
?,COc1cccc(-c2ccc3ncnc(NCCNC(C)=O)c3c2)c1
?,O=C(Nc1nc2ccc(F)cc2s1)c1cc(=O)c2ccccc2o1
5%,Cc1ncsc1C1N(C2CCNCC2)C(=O)C12CCCC2 (stereo not drawn)
34%,CN1c2cc(C(=O)Nc3cccc(Cl)c3)ccc2C(=O)N2CCCCC21 (stereo not drawn)
-18%,COc1ccc(C(=O)NCCNc2nc3cc(C)cc(C)c3cc2C#N)nc1
30%[176 µM],CC(C)CN1C(=O)COC[C@@H]1[C@H](O)c1ccc(NC(=O)C2CCCCC2)cc1
19%,CN(CC1CCOCC1)S(=O)(=O)Cc1ccccc1Cl
20%,COc1ccc(OC)c(CNC(=O)[C@H]2CCC[C@H]2NC(=O)c2cnc(C)cn2)c1

Looked up one by one from the list above, four records:
12-LOX inh,SMILES
-39%,CC1(C(=O)OCC(=O)c2ccc(Br)cc2)CC1(Cl)Cl (stereo not drawn)
32%,Cc1ncc2c(c1CNC(=O)/C=C/c1cccs1)CCN(C(=O)C1CC(=O)OC13CCCCC3)C2 (stereo not drawn)
16%,Cc1ccc(-c2nnc(C3CN(C(=O)c4ccc(Cl)s4)CC34CCOCC4)o2)cc1 (stereo not drawn)
8%,Cc1ccc2oc(C(=O)NCCCOCC3CC3)cc(=O)c2c1

Other results follow.
12-LOX inh,SMILES
15%,O=C(N[C@H]1CO[C@H]2[C@@H]1OC[C@@H]2n1nnnc1Oc1ccc(-n2cncn2)cc1)N1CCOCC1
0%,Cc1ccc(S(=O)(=O)N2CCC(OC3CCN(Cc4ccccc4)CC3)CC2)cc1C
-19%,COc1ccc(NC(=O)Cn2nc(Cc3ccncc3)c3ccccc3c2=O)cc1Cl
11%,O=C(C1CC1)N1CCC2(CC1)CC(N1CCN(c3ccccn3)CC1)CCO2 (stereo not drawn)
35%[activator],COc1ccc(-c2noc([C@@H]3CCCN3C(=O)Cc3ccccc3C)n2)cc1OC
14%,N=C(N)c1cccc(C(F)(F)F)c1
21%,CN1CC[C@H]2CN(C(=O)COCc3nc4ccc(F)cc4[nH]3)C[C@H]21
18%,COCCNC(=O)c1ccc(OC2CCN(CC3CCOC3)CC2)c(Cl)c1 (stereo not drawn)
?,N#Cc1cnn(-c2ccc(NC(=O)c3ccc4[nH]c5c(c4c3)CCCC5)cc2)c1N
-2%,Nc1nc(COC(=O)c2cccc(Cl)c2)nc2ccccc12
10%,COc1ccc(C(=O)N[C@H]2CO[C@H]3[C@@H]2OC[C@@H]3Nc2nccc(-c3cccs3)n2)cc1
10%,CCOc1ccc(-n2cc(-c3ccccc3)c3c(NCC4CCCO4)ncnc32)cc1 (stereo not drawn)
14%,COc1ccc(NC(=O)N2CCC(Oc3ncccc3C(=O)N3CCOCC3)C2)cc1 (stereo not drawn)
28%[176 µM],COCc1ccc2c(c1)c(OC(C)(C)C(=O)NCc1ccncc1)nn2CCC(C)C
17%,O=C(Nc1cccc(-c2nc3ccccc3o2)c1)c1cccs1

In the list so far, 9 have a Cl atom:
12-LOX inh,SMILES
?,Cn1nnnc1NCc1ccc(-c2ccc(Cl)cc2)o1
-10%,O=C(Nc1ccc(S(=O)(=O)N2CCCC2)cc1)C1CCCN(C(=O)c2ccc(Cl)cc2)C1 (stereo not drawn)
-39%,CC1(C(=O)OCC(=O)c2ccc(Br)cc2)CC1(Cl)Cl (stereo not drawn)
16%,Cc1ccc(-c2nnc(C3CN(C(=O)c4ccc(Cl)s4)CC34CCOCC4)o2)cc1 (stereo not drawn)
34%,CN1c2cc(C(=O)Nc3cccc(Cl)c3)ccc2C(=O)N2CCCCC21 (stereo not drawn)
19%,CN(CC1CCOCC1)S(=O)(=O)Cc1ccccc1Cl
-19%,COc1ccc(NC(=O)Cn2nc(Cc3ccncc3)c3ccccc3c2=O)cc1Cl
18%,COCCNC(=O)c1ccc(OC2CCN(CC3CCOC3)CC2)c(Cl)c1 (stereo not drawn)
-2%,Nc1nc(COC(=O)c2cccc(Cl)c2)nc2ccccc12

Remaining list, next part.
12-LOX inh,SMILES
4%,CCN(Cc1ccccc1)C(=O)c1nn(-c2ccccc2)c(=O)c2ccccc12
?,Fc1ccc(CCNC(=S)c2cccs2)cc1
?,COC(=O)c1ccc(C2/C(=C(\O)c3ccc(F)cc3)C(=O)C(=O)N2c2ccccn2)cc1 (stereo not drawn)
56%[activator][176 µM],COc1ccc(CN2CC[C@H](c3nnc(-c4cccnc4)o3)C2)c(O)c1
11%[176 µM],CNC(=O)CCn1ncc2cc(OCc3ccccc3-c3cccnc3)ccc21
9%,COc1ccc(-c2noc([C@@H]3CCCN3C(=O)Cc3cccc(C)c3)n2)cc1
-1%,Cc1ccc(NC(=O)c2ncoc2-c2ccc(C)o2)c(Cl)c1
2%,O=C(CSc1ncnc2sc3c(c12)CCC3)NCc1ccc(F)cc1
?,Cc1cc(C)cc(NC(=O)C2CC23CCN(Cc2ccc4ncccc4c2)CC3)c1 (stereo not drawn)
?,COc1ccc(Cl)cc1CN(C)C(=O)c1ccc(C2CCCNC2)cc1 (stereo not drawn)
-13%,COc1ccc(C(C)=O)cc1COC(=O)Cc1ccc(Br)cc1
9%,O=C(Cc1ccc(N2CCNC2=O)cc1)N1CCC2(CC1)[C@H](O)C[C@@H]2O
?,O=C(c1ccc(-c2ccccc2)cc1)N(Cc1ccco1)C1CC1
22%,Cc1cccc(-c2nc(C3CC(=O)N(c4ccc(Cl)cc4)C3)no2)c1 (stereo not drawn)
115%,CCOc1ccccc1Oc1c(C)oc2cc(OC(=O)c3ccc4c(c3)OCO4)ccc2c1=O
-3%,CC(=O)N1C[C@@H](CN(C)C)[C@H](NS(=O)(=O)c2cccc(C#N)c2)C1
40µM*,COc1ccc(C(C(=O)NCc2ccccc2)n2c(=O)c(-c3ccco3)nc3ccccc32)cc1 (stereo not drawn)
3%,COc1ccccc1CCC(=O)N1CCN(C(=O)c2nnn3c2COC(c2ccccc2)C3)CC1 (stereo not drawn)
2%,COc1ccc(OC)c(C2CCCN2CC(=O)N(C)c2ccccc2)c1 (stereo not drawn)
-2%,NC(=O)[C@H](CC1CCCCC1)NC(=O)[C@H]1CN(C(=O)c2cccc(F)c2)CCN1C(=O)C1CCNCC1
0%,COC(=O)[C@]12C[C@H](CC(=O)N3CCSCC3)C(=O)N(Cc3ccc(Cl)cc3Cl)C1=C[C@H](C(C)(C)C)O[C@@H]2C
2%,COc1ccc(S(=O)(=O)Nc2nc3ccccc3nc2Nc2ccc(NC(C)=O)cc2)cc1
16%,CC(C)n1cc(CN(C)C(=O)c2cc(COc3ccccc3)on2)cn1
?,COC(=O)C1=C(C)N(C2CC2)C(=S)NC1c1cccs1 (stereo not drawn)
14%,CCC(=O)N1CCN(c2ccc(NC(=O)c3c(OC)cccc3OC)cc2)CC1
48%[activator],O=C(Cc1c(F)cccc1Cl)N1CCCN(c2cc(-c3ccccc3)[nH]n2)CC1
16%,C[C@@H]1CN(C(=O)c2cccc(-c3ncc[nH]3)c2)CC[C@@]1(O)C1CCOCC1
44%[activator][176 µM],CC1=C[C@@H](CNCc2ccccn2)[C@H](C(C)C)C[C@H]1Cc1nnc(-c2ccccc2)o1
45%[activator],COCc1c(C(=O)N[C@H](c2ccc(OC)nc2)C2CC(O)C2)noc1C (stereo partly drawn)
-2%,CC(=O)c1cccc(NC(=O)COc2ccc3c(C)cc(=O)oc3c2)c1
?,Cc1ccc(S(=O)Cc2nc(-c3ccc(C(=O)NCc4cccnc4)cc3)oc2C)cc1 (stereo not drawn)
3%[6.33 µM],O=C1NCc2ccccc2CC12CCN(Cc1ccc(Br)cn1)CC2
-14%,CC(SC(C)c1ccc(F)cc1)C(=O)NC(N)=O (stereo not drawn)
52%[activator],COCCNc1ccc(-c2noc([C@@H]3CCCN3Cc3cc(OC)c(OC)c(OC)c3)n2)cn1
?,Cc1ccc(-c2csc(Nc3ccccn3)n2)c(C)c1
?,Cc1ccccc1NC(=O)CN1C(=O)NC2(CCOCC2)C1=O
-19%,CC(=O)c1sc(-c2ccc(F)cc2)nc1C
-5%,Cc1cc(C)cc(N(C(C)C(=O)N2CCCCCC2)S(C)(=O)=O)c1 (stereo not drawn)
13%,O=C1CCCN1CC(=O)N1CCC(c2nc(CCOc3ccc(F)cc3)no2)C1 (stereo not drawn)
14%[176 µM],O=C(c1ccccc1)N1CCC2(CC(Cc3ccccc3)=NO2)C1 (stereo not drawn)
?,CC(=O)Nc1ccc(NC(=O)c2nn(CCC(C)C)c(=O)c3ccccc23)cc1
11%,CCCCc1nc2sc(C(=O)OCC)c(N)c2c2c1COC(C)(C)C2
?,CCN(CC)CCNC(=O)C(C)c1n[nH]c(=O)c2ccccc12 (stereo not drawn)
3%,Cc1cc(C=O)[nH]c1C
?,COc1ccc(C(=O)c2sc(Nc3ccc(Cl)cc3)c(C(N)=O)c2N)cc1
27%,COc1cc(NC(=O)Cc2sc(C)nc2-c2cccs2)cc(OC)c1OC
?,NC(=S)NNC(=O)c1ccccc1C(=O)O
-23%,CC(C)(C)NC(=O)NC(=O)CSc1nnc(-c2c[nH]c3ccccc23)o1
-25%,O=C(OCC(=O)c1c[nH]c2ccccc12)c1ccc(Cl)c([N+](=O)[O-])c1
34%,COc1ncc2nc(-c3ccccc3)c(=O)n(C3CC3)c2n1
17%,COCCNC(=O)Cc1ccc(N(Cc2ccccc2)C(=O)c2ccco2)cc1
-20%,CC(=O)C(C(=O)Nc1c(C)cccc1C)N(Cc1ccco1)C(=O)C(=O)c1ccccc1 (stereo not drawn)

Screens from PubChem.

This is a subset. The share of hits here may be higher or lower than overall.
